SIAE inh: human SIAE inhibition, primary screen; AID 1053197; hit rate 0.69% among 370,000; Q9HAT2; SIAE FP-Rh probe binding, fluorescence polarization; inhibition, % at 9.66 µM;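 active = inhibition above a cutoff: mean of compounds within the control limits plus 3 SD of those, cut at about 17% in these data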;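 also: 0% = plate median of compound wells and 100% = probe without SIAE protein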
PLC-gamma1 inh: blocks human PLC-gamma1 enzyme activity | purified PLC-gamma1, fluorogenic substrate, fluorescence | inhibition, % at 12.2 µM | hit rate 0.84% among 370,000 | AID 720700; in the data active = inhibition above about 9.5%
Target sequence (P19174 whole entry, looked up): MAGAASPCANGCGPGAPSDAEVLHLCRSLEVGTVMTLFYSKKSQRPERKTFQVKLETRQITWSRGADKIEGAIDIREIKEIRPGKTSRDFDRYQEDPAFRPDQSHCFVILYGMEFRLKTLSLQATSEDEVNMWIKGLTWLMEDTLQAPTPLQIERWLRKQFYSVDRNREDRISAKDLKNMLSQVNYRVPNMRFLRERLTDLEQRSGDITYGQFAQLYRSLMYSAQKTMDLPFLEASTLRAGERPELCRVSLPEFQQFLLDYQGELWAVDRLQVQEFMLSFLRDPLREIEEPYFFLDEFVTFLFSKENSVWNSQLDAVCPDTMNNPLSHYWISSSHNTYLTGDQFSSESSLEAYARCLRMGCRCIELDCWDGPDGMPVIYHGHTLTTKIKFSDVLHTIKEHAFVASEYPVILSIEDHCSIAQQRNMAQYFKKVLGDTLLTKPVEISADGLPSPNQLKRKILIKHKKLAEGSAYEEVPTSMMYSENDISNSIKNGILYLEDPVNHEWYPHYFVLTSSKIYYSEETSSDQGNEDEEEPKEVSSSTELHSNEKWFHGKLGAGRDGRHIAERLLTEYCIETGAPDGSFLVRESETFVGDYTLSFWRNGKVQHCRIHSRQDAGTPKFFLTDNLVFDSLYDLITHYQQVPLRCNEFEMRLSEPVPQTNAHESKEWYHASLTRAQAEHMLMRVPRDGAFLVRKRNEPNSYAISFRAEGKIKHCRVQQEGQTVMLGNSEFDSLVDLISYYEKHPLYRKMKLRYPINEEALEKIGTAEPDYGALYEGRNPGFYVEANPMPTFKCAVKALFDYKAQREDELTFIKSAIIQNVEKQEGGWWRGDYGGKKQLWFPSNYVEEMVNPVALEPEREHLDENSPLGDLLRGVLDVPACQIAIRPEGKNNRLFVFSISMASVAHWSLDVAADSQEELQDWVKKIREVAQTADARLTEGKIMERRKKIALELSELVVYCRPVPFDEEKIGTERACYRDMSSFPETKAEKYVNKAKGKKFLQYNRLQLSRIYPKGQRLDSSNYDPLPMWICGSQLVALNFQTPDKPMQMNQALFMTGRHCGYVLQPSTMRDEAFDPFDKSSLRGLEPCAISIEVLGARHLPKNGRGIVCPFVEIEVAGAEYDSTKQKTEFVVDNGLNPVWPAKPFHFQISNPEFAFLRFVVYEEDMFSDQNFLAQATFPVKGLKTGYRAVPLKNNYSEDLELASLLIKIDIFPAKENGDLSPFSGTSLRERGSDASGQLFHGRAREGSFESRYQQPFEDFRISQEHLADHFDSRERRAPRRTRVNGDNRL
ASAP1 GAP inh: inhibitors of human ASAP1 ArfGAP activity; AID 624377; inhibition, % at 16.5 µM; Q9ULH1; ASAP1-stimulated ARF1 GTP hydrolysis, GDP FP detection; hit rate 0.19% among 360,000; in the data active = inhibition above about 25%;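 also: 0% = vehicle with enzyme and substrate and 100% = no enzyme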
Tn6 DDE FP: DD(E)-Tn6 binding inhibition, primary FP screen; AID 720509; hit rate 0.21% among 370,000; inhibition, % at 8.3 µM; Fibrin DD(E) TRITC-Tn6 fluorescence polarization displacement; P02675;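 active = inhibition above a per-campaign cutoff: mean of compounds within control limits plus 3 SD, cut at about 15% in these data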;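 also: 0% = median of all compound wells on the plate and 100% = blocking peptide control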
ADAM17 inh: ADAM17 inhibition, QFRET primary screen. P78536. recombinant ADAM17, EDANS/DABCYL FRET peptide cleavage. inhibition, % at 6.95 µM. hit rate 0.83% among 370,000;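 active = inhibition above the mean of compounds lying between control limits plus 3 SD, set per campaign, cut at about 8.5% in these data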;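 also: 0% = DMSO-only wells as the low control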
Tn7 DDE FP: DD(E)-Tn7 binding inhibition, primary FP screen. P02675. FP displacement of FITC-Tn7 peptide from fibrin DD(E); 0% = median of compound wells per plate. inhibition, % at 8.3 µM. hit rate 0.13% among 370,000;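 active = inhibition above the mean of compounds falling within the control limits plus 3 SD of them, cut at about 14% in these data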;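 also: 0% = plate median of compound wells and 100% = 10 µM Aha-Tn7 peptide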
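Test system – human fibrin DD(E) · Times – 10 min preincubation, 3 h with tracer, room temperature · Detection – fluorescence polarization of the labelled Tn7 tracer · Measure – percent inhibition normalized to high-control wells · Benchmarks – high control wells with 10 µM unlabelled Aha-Tn7 peptide (full inhibition) · Repeats – singlicate testing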
ARFGAP1 inh: inhibits rat ARF GTPase activating protein 1 | inhibition, % at 16.5 µM | hit rate 0.26% among 360,000 | Arfgap1-stimulated ARF1 GTP hydrolysis, GDP FP detection | AID 651572;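 active = inhibition above a per-plate limit, mean inhibition of low control wells plus 3 SD, cut at about 25% in these data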;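 also: 0% = DMSO wells with enzyme and 100% = wells lacking Arfgap1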
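Repeats: one replicate per compound; assay system: rat Arfgap1 catalytic domain, aa 1-136; times: enzyme reaction 120 min at 25 °C after 20 min preincubation; detection: FP of antibody-bound GDP Alexa 633 tracer, ex 620/em 688 nm; benchmarks: high control wells lacking Arfgap1, low control full reaction with DMSO; reagent: human ARF1(Δ1-17)-GTP substrate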
ADAM10 inh: ADAM10 inhibition, QFRET primary screen; inhibition, % at 7 µM; hit rate 0.62% among 370,000; O14672; recombinant ADAM10, EDANS/DABCYL FRET peptide cleavage, 3 h;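 active = inhibition above a per-campaign cutoff equal to the mean of compounds falling between control-based bounds plus 3 SD, cut at about 20% in these data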;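 also: 0% = DMSO wells while the 100% control is not disclosed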
TDP2 inh: blocks human TDP2 phosphodiesterase activity | recombinant TDP2, T5PNP hydrolysis, p-nitrophenol absorbance 415 nm | AID 720702 | inhibition, % at 12.8 µM | hit rate 0.34% among 370,000 | O95551;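 active = inhibition above the mean of all tested compounds plus 3 SD, set per campaign, cut at about 25% in these data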;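 also: 0% = DMSO with enzyme and 100% = buffer with substrate but no TDP2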
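System: recombinant human TDP2 / Amount: 120 nM TDP2 per well / Also added: 5 mM T5PNP chromogenic substrate / Doses: 12.8 µM single point, 1% DMSO / Incubation: 2 h at 37 °C / Detection: p-Nitrophenol epi absorbance / Evaluation: % inhibition relative to enzyme-containing and enzyme-free wells / Repeats: singlicate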
PLCb3 inh: inhibitors of human phospholipase C beta3. Q01970. Purified PLC-beta3, fluorogenic substrate, fluorescence. inhibition, % at 12.2 µM. hit rate 0.18% among 370,000; in the data active = inhibition above about 11%;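 also: 0% = median of compound wells on plate and 100% = full blocker control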
* marks the source's active call; other numbers are inactive results; . = no result given.

SMILES	SIAE inh	PLC-gamma1 inh	ASAP1 GAP inh	Tn6 DDE FP	ADAM17 inh	Tn7 DDE FP	ARFGAP1 inh	ADAM10 inh	TDP2 inh	PLCb3 inh
C=CCNc1nc(Nc2ccc([N+](=O)[O-])cc2)nc(OCC)n1	-1	4	-1	-1	0	-1	4	8	-3	2
CCCCC(CC)COC(=O)CCCCC(=O)OCC(CC)CCCC (stereo not drawn)	-1	0	5	0	-4	5	12	-15	-10	-1
COc1cccc(CNC(=S)Nc2cc(C)ccc2C)c1	6	-2	1	2	-4	1	-5	5	-6	0
CCCCCCCC(=O)OC(CN1CCCCCC1)CN1CCCC1=O (stereo not drawn)	0	2	-1	-3	-1	-2	-15	-2	-4	-3
CCS(=O)(=O)C1=NSC2=NC(=O)/C(=C\c3cc(C)n(-c4cccc(OC)c4)c3C)C(=N)N21	-6	-1	-3	0	-1	-4	-2	-2	5	-3
CCOC(=O)N1CCN(c2cc(=O)n(-c3ccccc3Cl)c(=O)[nH]2)CC1	-1	-1	4	-6	-3	5	-4	-10	-1	4
CN(CCN1CCOCC1)C(=O)CC1C(=O)NCCN1Cc1ccccc1F (stereo not drawn)	11	-10	6	1	-6	1	2	-21	-14	-26
COc1ccccc1N(CC(=O)NCC1CCCO1)C(=O)CNS(=O)(=O)c1ccccc1 (stereo not drawn)	0	1	-15	-4	-2	0	-7	4	6	-6
CC(=O)Nc1ccc(S(=O)(=O)NC(CC(=O)NCCCN2CCOCC2)C(C)C)cc1 (stereo not drawn)	-1	1	-10	4	-5	3	-1	-4	9	1
COc1ccc2c(c1)C1=NN(/C(C)=C/C(C)=O)C(c3ccc(F)cc3)C1CC2 (stereo not drawn)	10	-24	-3	0	-13	3	-2	-53	-12	-23
COc1ccc(-c2nnc(SCC(=O)N3CCC(Cc4ccccc4)CC3)o2)cc1OC	4	1	-11	1	-2	7	-16	0	-5	3
CC(C)C(=O)Nc1ccc(C(=O)NNC(=O)CCc2ccccc2)cc1	7	6	-8	3	0	5	3	2	-8	7
CCOC(=O)N1CCC(c2cc(=O)n3[nH]ccc3n2)CC1	7	-6	0	6	-7	-2	-7	-28	-3	-4
CCNc1nc(=S)nc(NC(C)C)[nH]1	11	-1	-1	3	-3	5	1	-5	2	0
Cc1ccc(CN2C3CCCC2CC(NC(=O)c2ccc(F)cc2)C3)cc1 (stereo not drawn)	2	2	-6	2	-1	-2	5	1	3	1
COc1cc(CCC(=O)OCC(=O)Nc2ccc(C)cc2Cl)cc(OC)c1OC	-3	5	-2	-4	0	-6	-1	12	-13	-5
CCOc1ccc(N(CC(=O)Nc2ccccc2C)S(=O)(=O)c2c(C)noc2C)cc1	5	1	12	-5	2	-4	-5	-4	-10	4
CCOC(=O)C1(C)NC(c2ccco2)C2C(=O)N(CC)C(=O)C21 (stereo not drawn)	-3	0	-6	8	-1	-3	-14	-2	1	-4
CC(C)(C)c1ccc(S(=O)(=O)NC(=O)C2(C)CCN2C(=O)Cc2ccc(Cl)cc2Cl)cc1 (stereo not drawn)	1	-3	3	-1	-7	-6	-3	-4	-6	-1
CCC/C(=N\NC(=O)CNC(=O)c1ccc(Cl)cc1)c1ccccc1	-2	3	9	-2	-1	2	-6	-3	9	-5
COc1ccc(S(=O)(=O)NCCOc2ccccc2)cc1F	-2	1	9	-4	0	-1	13	-4	6	-10
Cc1cccc(NC(=O)CCCSc2nc3ccccc3[nH]2)c1	-2	-1	2	-3	3	-3	5	0	-4	1
Cc1nn(-c2ccccc2)nc1C(=O)Nc1ccccc1C(=O)NCC1CC1	0	0	-6	0	-5	2	-26	3	11	-4
O=C(NNC(=S)NC(=O)c1cn(-c2ccccc2)nc1-c1ccccc1)c1ccncc1	1	-18	5	-1	-1	1	4	-7	4	-27
O=C1c2ccccc2C(=O)N1c1n[nH]c(CCc2ccccc2)n1	-25	-1	5	6	-7	2	-6	-4	7	0

Ordered by value in ARFGAP1 inh (largest number first): some entries from above
SMILES | SIAE inh | PLC-gamma1 inh | ASAP1 GAP inh | Tn6 DDE FP | ADAM17 inh | ARFGAP1 inh | ADAM10 inh | TDP2 inh | PLCb3 inh
CCCCC(CC)COC(=O)CCCCC(=O)OCC(CC)CCCC (stereo not drawn) | -1 | 0 | 5 | 0 | -4 | 12 | -15 | -10 | -1
CCOC(=O)N1CCC(c2cc(=O)n3[nH]ccc3n2)CC1 | 7 | -6 | 0 | 6 | -7 | -7 | -28 | -3 | -4
CCOC(=O)C1(C)NC(c2ccco2)C2C(=O)N(CC)C(=O)C21 (stereo not drawn) | -3 | 0 | -6 | 8 | -1 | -14 | -2 | 1 | -4

Back to the main list; the 2 compounds before the break are reprinted first.
SMILES	SIAE inh	PLC-gamma1 inh	ASAP1 GAP inh	Tn6 DDE FP	ADAM17 inh	Tn7 DDE FP	ARFGAP1 inh	ADAM10 inh	TDP2 inh	PLCb3 inh
O=C(NNC(=S)NC(=O)c1cn(-c2ccccc2)nc1-c1ccccc1)c1ccncc1	1	-18	5	-1	-1	1	4	-7	4	-27
O=C1c2ccccc2C(=O)N1c1n[nH]c(CCc2ccccc2)n1	-25	-1	5	6	-7	2	-6	-4	7	0
O=C(COC(=O)C1(c2ccc(F)cc2)CCCC1)Nc1ncc(C(F)(F)F)cc1Cl	-2	0	13	-4	3	-8	-1	-1	-14	0
Cc1nnc(SC(C)C(=O)NC2CCCCC2)s1 (stereo not drawn)	-3	1	-11	-4	0	1	15	-5	4	-5
Cc1cc(C(=O)COC(=O)c2n[nH]c3ccccc23)c(C)n1C	-4	-2	34*	3	-2	-1	33*	0	2	-3
COc1cc(/C=C/C(=O)N2CCN(c3n[nH]c(=O)[nH]c3=O)CC2)cc(OC)c1OC	1	-10	10	-10	-10	-8	1	-27	0	-21
COC(=O)CN1C(=O)NC2(CCCc3ccccc32)C1=O (stereo not drawn)	9	-1	-5	8	-1	8	8	-3	-8	-2
Cc1ccccc1C(=O)Nc1ccc(C(=O)N/N=C/c2ccc(O)cc2)cc1	8	-58	5	-4	2	2	-8	4	-11	-96
CCOC(=O)C(C(=O)OCC)C(C[N+](=O)[O-])c1ccccc1 (stereo not drawn)	0	3	10	-5	1	0	6	3	-10	5
Nc1ccc(-n2nncc2-c2ccc(Cl)cc2)cc1	3	2	4	-6	2	-12	3	5	-15	-2
COCc1cccc(-c2csc(C(C)(NC(C)=O)c3ccc(OC)cc3)n2)c1 (stereo not drawn)	-5	3	-7	3	-4	-2	-1	-2	5	4
O=C(NCCCN1CCOCC1)c1ccc2c(c1)N(Cc1ccccc1F)C(=O)c1ccccc1S2=O (stereo not drawn)	-5	3	18	-3	1	1	16	2	-3	-4
CCC(CO)NC1=C([N+](=O)[O-])C(=O)CC(C)(C)C1 (stereo not drawn)	4	1	8	1	-3	-4	1	-4	6	1
Cc1ccc(CSCC(=O)N2CCCC2)cc1	8	1	-1	-3	-2	-3	0	-7	-2	2
C1C2CC3C1C3C2=NN=C1C2CC3C(C2)C13	-1	-6	-1	4	-1	-5	11	-10	2	0
O=C(NC(=S)NC1CCSC1=O)c1cccc([N+](=O)[O-])c1 (stereo not drawn)	8	1	6	3	-8	2	6	-4	6	-7
CCOC(=O)C1(C(C)(C)CC)CC(CSc2nc3ccccc3[nH]2)OC1=O (stereo not drawn)	-4	12*	-5	-6	5	-3	1	9	-13	6
O=C(CC1NC2CCCCC2NC1=O)Nc1ccc2c(c1)OCO2 (stereo not drawn)	0	8	-5	-4	1	1	23	14	3	3
CCOc1ccccc1-n1c(=S)sc2c(=O)n(-c3ccc(C)cc3)c(=S)[nH]c21	6	2	-12	11	-2	-2	8	8	10	-4
Cc1c(C(C)c2ccccc2O)[nH]c2ccccc12 (stereo not drawn)	3	-4	.	-3	5	-10	.	12	-7	-4
CCNc1ncnc2[nH]ncc12	-1	-1	6	5	-2	-8	-2	-1	-8	3
O=[N+]([O-])c1cccc(-c2ccc(/C=N/NC(=S)NCc3ccco3)o2)c1	5	-2	-10	6	2	4	9	-5	-23	-10
Cc1ccc(S(=O)(=O)N2CCC(C(=O)NCC3CCCO3)CC2)cc1 (stereo not drawn)	7	1	-4	3	-4	-1	6	-7	7	0
COc1ccc(OC)c(C(C(=O)NC2CCCCC2)N(Cc2ccco2)C(=O)c2ccccn2)c1 (stereo not drawn)	5	-3	26*	-5	-3	0	2	-2	-6	-7
CCn1cc(C(=O)O)c(=O)c2cc(F)c(N3CCN(C(=S)NC(=O)c4ccccc4Cl)CC3)cc21	1	1	-4	6	-2	2	-7	-5	-13	-8
Cc1nn2c(-c3ccc(Cl)cc3)ccnc2c1-c1ccccc1	0	1	-4	-1	-4	-3	-9	-5	-1	1
COc1cc(-c2coc3c(C(=O)NCc4ccc(C(F)(F)F)cc4)cccc23)ccc1O	-5	0	8	0	4	3	8	13	7	-5

Further records
SMILES	SIAE inh	PLC-gamma1 inh	ASAP1 GAP inh	Tn6 DDE FP	ADAM17 inh	Tn7 DDE FP	ARFGAP1 inh	ADAM10 inh	TDP2 inh	PLCb3 inh
CC1(C)CC(=O)c2cnc(N3CCc4ccccc4C3)nc2C1	11	3	-7	-8	-1	5	8	4	2	-1
CC(C)(C)S(=O)N1Cc2cc(C(=O)O)nc(-c3cccc(-c4cc5ccccc5o4)c3)c2[C@H]1CCO (stereo partly drawn)	0	-19	-2	6	-3	3	-17	-14	0	-21
Nc1cc([N+](=O)[O-])ccc1O	2	2	-7	4	6	0	10	-7	-14	-1
CN(c1ccccc1)c1nc2ccsc2c(=O)s1	-3	-27	-11	10	0	4	3	-1	3	-32
CC(=O)N1CCc2cc(S(=O)(=O)CCC(=O)NCc3ccc(C)o3)ccc21	0	-2	-12	-1	2	5	0	-3	-5	-7
COc1cc(NC(=O)c2ccc(N3CCCC3=O)cc2)cc(OC)c1	3	-4	-10	-5	-4	1	-11	-5	8	-3
CCOC(=O)NC1C=CS(=O)(=O)C1 (stereo not drawn)	4	0	12	11	-4	3	-6	-1	10	1
Cc1ccc(C(=O)Nc2ccc3c(c2)OCCO3)cc1	-6	1	-1	-1	-3	2	-17	-3	13	-6
COc1nc(C)nc(NC(=O)NS(=O)(=O)c2ccc(C)cc2)n1	3	4	-1	0	0	-8	-2	-6	-4	1
O=C1c2ccccc2NC(c2cnc3ccccc3n2)N1O (stereo not drawn)	4	-22	-4	0	-10	-4	-3	-25	-5	-24
CCCC1(CCC)C(=O)NC(=NCCc2ccc(OC)c(OC)c2)NC1=O	-2	1	-15	-1	-4	1	-3	7	-7	1
COc1ccc(Cl)cc1NC(=O)c1cc(-c2ccccc2O)n[nH]1	-1	1	6	3	0	3	8	2	6	0
COC(=O)[C@H]1C[C@@]2(Oc3ccc(Br)cc3)c3ccccc3N(C(=O)OC(C)(C)C)[C@H]2N1C(=O)OC(C)(C)C	3	-1	.	5	3	-5	.	9	-5	7
COc1ccc(NC(=O)c2nn(C)cc2[N+](=O)[O-])cc1	0	2	1	-2	1	3	2	4	-16	-1
